TROY signal inh: inhibitors of TROY-driven NF-kB signaling, primary screen, Q293 LMP1-TROYcd cells, NF-kB luciferase, uHTS; inhibition, % at 10 µM; AID 1347056, 2019; 360,000 compounds, 0.98% hits; Q293 LMP1-TROYcd NF-kB luciferase reporter, 4 h;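 active = compounds whose plate-normalised and pattern-corrected inhibition of the luciferase reporter signal at the single screening dose is 50% or more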
NCOA1 inh: SRC1 coactivator transcriptional activity inhibitors, primary screen, cell-based, luminescence. Nuclear receptor coactivator 1 (Homo sapiens), Q15788. HEK293 GAL4-SRC1 luciferase reporter. 360,000 compounds, 0.12% hits. AID 588354, 2011. inhibition, % at 3.6 µM;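 active = inhibition above the campaign mean plus 3 SD, with each screening campaign given its own cutoff, cut at about 60% in these data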;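 note: 0% = DMSO treated cells and 100% = gossypol at 36 µM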
C8 TRAIL sens: viability loss with TRAIL in NB7+C8 cells, primary screen, TRAIL sensitizer project, cell-based, ATPlite luminescence | inhibition (viability loss, TRAIL sensitization), % at 10 µM | AID 624354, 2012 | 360,000 compounds, 1% hits;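 active = compounds causing at least 50% loss of cell viability in the single-dose screen, relative to plate controls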
COUP-TFII inh: NR2F2 transcriptional activity inhibitors, primary screen, cell-based, luciferase reporter, HEK293T, luminescence. HEK293T NGFI-A luciferase reporter. inhibition, % at 8.6 µM. 370,000 compounds, 0.7% hits. AID 686940, 2013;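 active = inhibition above a per-plate cutoff, mean inhibition of test wells between control levels plus 3 SD, cut at about 38% in these data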;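 note: cells cotransfected with COUP-TFII expression vector driving the NGFI-A reporter; 0% = median of COUP-TF2 test wells and 100% = reporter-only cells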
Target sequence (P24468 whole entry, looked up): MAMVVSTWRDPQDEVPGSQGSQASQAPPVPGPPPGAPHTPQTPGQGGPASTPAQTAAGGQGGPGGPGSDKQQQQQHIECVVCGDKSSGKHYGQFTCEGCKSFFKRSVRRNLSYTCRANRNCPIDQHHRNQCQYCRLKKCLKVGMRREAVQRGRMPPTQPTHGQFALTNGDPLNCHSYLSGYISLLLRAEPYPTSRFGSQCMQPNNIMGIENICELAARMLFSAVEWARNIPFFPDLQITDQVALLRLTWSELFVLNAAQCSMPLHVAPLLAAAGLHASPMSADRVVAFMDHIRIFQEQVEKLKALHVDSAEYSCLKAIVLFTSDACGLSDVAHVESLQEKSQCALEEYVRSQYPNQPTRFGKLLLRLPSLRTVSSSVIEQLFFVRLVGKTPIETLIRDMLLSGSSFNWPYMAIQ
NOD2 RIPK2 PPI: NOD2-RIPK2 binding disruptors in cells, primary screen, fluorescence, CHO cells, BLA complementation. Receptor-interacting serine/threonine-protein kinase 2 (Homo sapiens), O43353. CCF4 ratio. inhibition, % at 4.98 µM. 360,000 compounds, 0.38% hits. AID 624267, 2012; in the data active = inhibition above about 21%;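 note: 0% = vehicle only and 100% = reference blocker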
Target sequence (O43353 whole entry, looked up): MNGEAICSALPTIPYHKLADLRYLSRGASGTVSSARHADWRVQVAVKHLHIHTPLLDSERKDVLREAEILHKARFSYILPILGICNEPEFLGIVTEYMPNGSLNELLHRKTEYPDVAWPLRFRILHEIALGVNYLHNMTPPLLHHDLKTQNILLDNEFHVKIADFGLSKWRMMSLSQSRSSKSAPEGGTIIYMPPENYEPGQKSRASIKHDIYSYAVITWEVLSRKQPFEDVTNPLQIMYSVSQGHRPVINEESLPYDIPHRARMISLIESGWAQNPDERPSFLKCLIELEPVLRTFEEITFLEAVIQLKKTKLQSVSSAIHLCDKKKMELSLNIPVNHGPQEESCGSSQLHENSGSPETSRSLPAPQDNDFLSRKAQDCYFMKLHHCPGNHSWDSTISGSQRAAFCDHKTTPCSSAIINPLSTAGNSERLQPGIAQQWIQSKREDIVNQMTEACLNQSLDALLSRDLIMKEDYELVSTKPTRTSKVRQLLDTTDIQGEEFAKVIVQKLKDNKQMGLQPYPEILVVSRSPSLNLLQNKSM
SRC2 inh: inhibition of GAL4-SRC2 driven luciferase reporter, primary screen, SRC2 inhibitor project, cell-based, luminescence; HEK293 GAL4-SRC2 luciferase reporter; inhibition, % at 9 µM; Nuclear receptor coactivator 2 (Homo sapiens), Q15596; 370,000 compounds, 0.17% hits;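 active = inhibition above the mean inhibition of all tested compounds plus 3 SD, set per campaign, cut at about 52% in these data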;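 note: 0% = DMSO treated cells and 100% = cells given Gossypol at 36 µM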
TLR9-MyD88 block: inhibitors of TLR9-MyD88 association in cells, primary screen, cell-based, CHO, BLA complementation, fluorescence; Toll-like receptor 9 (Homo sapiens) + Myeloid differentiation primary response protein …; CCF4 FRET ratio; inhibition, % at 4.98 µM; 340,000 compounds, 0.21% hits;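 active = inhibition above the mean over all tested compounds plus 3 SD, cut at about 21% in these data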;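 note: 0% = DMSO only wells and 100% = clavulanate BLA inhibitor control wells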
NR5A2 inv ag: LRH-1 (NR5A2) inverse agonists, primary screen, cell-based, luminescence, HEK293T, StAR-luciferase reporter; Nuclear receptor subfamily 5 group A member 2 (Homo sapiens), O00482; LRH-1 transfected, 24 h; inhibition, % at 3.6 µM; 360,000 compounds, 0.13% hits; AID 602396, 2012;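 active = inhibition above the mean inhibition of all tested compounds plus 3 SD, cut at about 73% in these data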;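 note: 0% = DMSO wells and 100% = reporter-only cells lacking LRH-1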
LMP1 NFkB inh: EBV LMP1-driven NF-kappaB luciferase reporter inhibitors, primary screen, cell-based, luminescence, single point; LMP1-induced NF-kappaB luciferase reporter cells; inhibition, % at 12.5 µM; 350,000 compounds, 0.69% hits; AID 504558, 2011; in the data active = inhibition above about 41%;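 note: 0% = neutral control wells and 100% = reference inhibitor control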
TWEAK-Fn14 inh: inhibitors of TWEAK-Fn14 signaling, primary screen, luciferase reporter cells, uHTS. TWEAK-stimulated Fn14 reporter cells, luciferase luminescence, 8 h. inhibition, % at 10 µM. 360,000 compounds, 2% hits; in the data active = inhibition above about 50%
NCOA3 inh: SRC3 coactivator transcriptional activity inhibitors, primary screen, cell-based, luminescence; inhibition, % at 3.6 µM; HEK293 GAL4-SRC3 luciferase reporter; 360,000 compounds, 0.17% hits; Nuclear receptor coactivator 3 (Homo sapiens), Q9Y6Q9; AID 588352, 2011;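 active = inhibition above a per-campaign cutoff, the mean of all compounds plus 3 SD, cut at about 60% in these data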;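 note: 0% = DMSO-treated cells and 100% = gossypol-treated cells at 36 µM; higher means less SRC3-driven luciferase light from the GAL4 reporter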
* marks the source's active call; other numbers are inactive results; / = no result given. The list is partial; count on the stated rates, not on these rows.

SMILES	TROY signal inh	NCOA1 inh	C8 TRAIL sens	COUP-TFII inh	NOD2 RIPK2 PPI	SRC2 inh	TLR9-MyD88 block	NR5A2 inv ag	LMP1 NFkB inh	TWEAK-Fn14 inh	NCOA3 inh
COC(=O)c1ccc(C)c(NC(=O)CCc2ccc(OC)cc2)c1	-1	-2	-6	7	1	2	-1	1	0	3	20
Cc1[nH]ccc(=O)c1OCc1ccc(Cl)cc1	9	-6	-23	-12	-8	-10	1	-1	-5	-5	4
COc1cc(C=O)ccc1OCCOCCOc1ccc(Cl)cc1	10	-7	11	6	5	-21	3	6	-1	16	-2
O=C(COc1ccccc1)NCC(c1ccco1)N1CCN(c2ccccc2)CC1 (centres undefined)	3	2	22	11	9	-23	4	18	1	0	5
COc1cc(CC(=O)OCC(=O)Nc2ccc(S(=O)(=O)N3CCCC3)cc2)cc(OC)c1OC	-11	8	-5	-8	-5	-13	-3	7	-4	9	10
CCCCC(Br)C(=O)Nc1ccc(S(=O)(=O)Nc2cc(C)nc(C)n2)cc1 (centres undefined)	12	-2	-13	0	-6	9	-2	0	4	0	-1
COC(=O)c1ccc(C(=O)N(Cc2ccccc2)c2ccccc2)cc1	-6	2	11	1	-11	10	1	9	-5	-1	12
COc1ccc(-c2ccc3oc(-c4ccc(OC)cc4)c(C#CCO)c3c2)cc1	39	-57	35	45*	1	10	2	8	16	53*	-129
O=C(NCc1ccccc1)C1CCC(=O)N(CCCN2CCCC2=O)C1 (centres undefined)	0	2	9	3	1	-12	-1	7	-6	-24	-27
CC(C)CNC(=O)CCCSc1nc2ccccc2[nH]1	-23	-7	1	16	-13	-10	0	-12	-1	17	-2
O=C(O)c1c(C(=O)N2N=C3/C(=C/c4ccccc4)CCCC3C2c2ccccc2)cccc1[N+](=O)[O-] (centres undefined)	-52	-22	-14	-2	2	13	-1	-9	-2	2	10
C=CCc1cc(Cl)ccc1OCCCn1ccnc1	2	11	-1	-3	-3	13	-8	9	-6	-1	11
Cc1ccc(OCCN2CCC2(C)C(=O)Nc2ccc3c(c2)OCO3)cc1 (centres undefined)	-14	9	-9	-2	-4	6	/	-7	/	-8	1
CS(=O)(=O)N(CC(=O)N1CCOCC1)c1ccccc1Br	-2	0	-11	6	-5	-20	1	-11	-3	1	4
COc1ccc(/C=C/C(=O)OCC(=O)c2ccc[nH]2)cc1	4	-31	7	-16	-2	-20	-5	12	-8	-6	-2
O=c1[nH]c(N2CCCCC2)nc2ncn(Cc3ccccc3)c12	3	-1	3	-10	-12	-8	-5	17	-11	3	6
COc1cccc(C2=NOC(C(=O)NCc3cccnc3)C2)c1 (centres undefined)	6	-17	-3	17	-7	-2	0	-7	5	-14	0
Cc1cc2n(n1)C(c1ccc3c(c1)OCO3)Nc1c(C)cccc1-2 (centres undefined)	2	6	-2	4	-5	21	1	18	5	11	7
Cc1ccc(-c2nc(CSCC(=O)NCCN3CCN(Cc4ccccc4)CC3)c(C)o2)cc1	13	7	-10	29	3	19	5	16	-2	5	19
Nc1c(-c2ccccc2)cnn1-c1cccc(C(F)(F)F)c1	-44	-114	7	-30	5	-53	-20	-92	-34	9	-78
O=C(c1ccc(NC(=O)C2(c3ccccc3)CCOCC2)cc1)N1CCOCC1	-6	6	-8	8	-27	-8	-1	13	7	-2	3
CCCS(=O)(=O)N1CCC(C(=O)NCCN(C)Cc2ccccc2)CC1	3	-24	-16	-1	-3	-23	-4	2	6	-3	10
O=C(c1ccccc1)c1nnc(-c2ccccc2F)o1	-91	-39	-6	-43	-1	-61	-1	-27	-11	-7	-36
NCCCC[C@H]1CNC(=S)N1CC1(c2ccccc2)CC1	-15	-25	-11	-13	7	15	-5	12	5	6	5
COc1ccccc1CNC(=O)COc1ccc2c(c1)CCC2	-9	-4	-2	-15	-11	-21	-3	-5	5	-10	-6
New compounds follow.
SMILES	TROY signal inh	NCOA1 inh	C8 TRAIL sens	COUP-TFII inh	NOD2 RIPK2 PPI	SRC2 inh	TLR9-MyD88 block	NR5A2 inv ag	LMP1 NFkB inh	TWEAK-Fn14 inh	NCOA3 inh
CCN(CC)c1ccc(/C=C2\CCC(/C=N/NC(=O)c3ccc(=O)n(C)c3)=C2N2CCOCC2)cc1	-20	-10	12	-15	14	-16	12	-19	-5	22	10
CCc1nnc2c3cnn(-c4ccccc4)c3ncn12	-62	-84	14	-27	-23	-44	-3	-70	-18	-10	-70
COc1ccc(C(C)NCCC(c2ccc(OC(C)C)cc2)c2ccccc2OC)cc1 (centres undefined)	-15	1	44	11	19	10	3	-12	-11	-2	12
Cc1cccc(NCc2cc(Cl)ccc2O)n1	-21	-1	-2	-4	-6	5	3	-27	-4	-15	16
Cc1ccc(O)c(CNCCNCc2cc(C)ccc2O)c1	9	-10	25	1	-12	25	5	-2	19	-5	-26
O=C1C2CCCCC2C(=O)N1c1cccc(OS(=O)(=O)c2ccccc2)c1 (centres undefined)	-4	-3	4	5	-13	-10	-9	20	1	-8	10
CCNC(=O)CC1SC(=Nc2ccc(C)c([N+](=O)[O-])c2)N(C)C1=O (centres undefined)	-24	11	-5	-6	-2	16	/	-11	/	1	18
O=C(c1ccc(Br)o1)N1CCN(c2ccc(F)cc2)CC1	4	5	-17	-21	13	-9	-7	-14	21	-17	-14
CN(C)C(CNC(=O)C1CC(=O)N(Cc2ccccc2)C1)c1ccccc1 (centres undefined)	4	15	-2	-8	-8	4	-6	-4	-3	-14	6
Cc1ccc(CNC(=O)CNS(=O)(=O)c2ccc(Br)s2)cc1	-7	-2	-4	6	0	5	5	-6	10	29	-12
O=C1/C(=C\c2ccccc2)SC(=S)N1CCC(=O)N1CCCCC1CCO (centres undefined)	20	-5	4	21	2	5	-7	7	-5	0	9
COC(=O)CSc1nc(-c2ccccc2)cc(-c2ccco2)c1C#N	-25	-10	-13	4	-7	-14	1	0	4	-26	1
Cc1cc(C(=O)OCC(=O)c2ccc(Br)s2)no1	3	-9	-1	/	-1	/	-16	29	-1	-3	-42
O=S(=O)(c1ccccc1)N1CCN(c2ccnc3cc(Cl)ccc23)CC1	33	2	20	25	-4	1	/	13	15	31	-3
CC(=O)c1ccc(NC(=S)N2CCC(O)CC2)cc1	-10	-4	14	0	-2	-39	-15	-17	-2	10	-5
CCOC(=O)c1cn2nc(N3CCCCC3)ccc2n1	71*	-90	53*	-18	-8	4	-6	-121	59*	89*	-40
O=C(O)CNC(=O)c1ccc(Oc2c(F)c(F)c(Oc3ccc(C(=O)NCC(=O)O)cc3)c(F)c2F)cc1	-1	12	-17	4	-1	-18	-14	-6	2	12	-8
O=C1NC[C@H](CCCCN2C[C@H](Cc3ccc(O)cc3)N(CCc3ccccc3)C(=O)C2=O)N(CCC2CCCCC2)C1=O	-9	/	-13	-23	-12	9	/	-16	/	3	/
Cc1ccc(NC(=O)CN2CCC3(O)CCCCC3C2c2ccc3c(c2)OCO3)c(C)c1 (centres undefined)	7	6	0	11	-7	-6	5	-2	2	-23	-11
COc1cc(NC(=O)CSc2nnc(-c3cc(C)on3)o2)cc(OC)c1	7	3	-11	11	-17	-19	6	3	-7	2	-3
O=c1cc(-c2ccccc2)nc2nc(COc3ccccc3)[nH]n12	5	-13	3	2	-5	-3	-6	-32	-3	4	-13
CCOc1ccc(NC(=O)c2nnn(CC(=O)Nc3ccccc3OC)c2N)cc1	-34	-24	20	-29	-1	-55	3	0	-12	7	-1
Cc1nn(-c2ccccc2C(=O)O)c(=O)c2ccccc12	5	6	-22	5	-3	15	2	17	-1	16	-4
COC(=O)c1c(-c2cccc(C)c2)csc1NC(=O)C1CCCO1 (centres undefined)	-16	-24	1	6	-10	-14	-1	-28	-16	-5	2
O=C(O)c1ccc(C2CCCCC2)cn1	-42	-1	4	14	-3	-39	-4	-18	-8	-11	-35
O=C(Nc1ccc2oc(=O)ccc2c1)c1ccco1	-21	-49	1	-27	6	-52	0	4	-14	-4	-38
Cc1ccccc1CCNC(=O)Cn1ccc2cc(S(=O)(=O)N3CCCC3)ccc21	2	6	-3	-15	2	11	-2	-6	1	-13	7

Compounds above with four or more nitrogen atoms:
SMILES	TROY signal inh	NCOA1 inh	C8 TRAIL sens	COUP-TFII inh	NOD2 RIPK2 PPI	SRC2 inh	TLR9-MyD88 block	NR5A2 inv ag	LMP1 NFkB inh	TWEAK-Fn14 inh	NCOA3 inh
CCCCC(Br)C(=O)Nc1ccc(S(=O)(=O)Nc2cc(C)nc(C)n2)cc1 (centres undefined)	12	-2	-13	0	-6	9	-2	0	4	0	-1
O=c1[nH]c(N2CCCCC2)nc2ncn(Cc3ccccc3)c12	3	-1	3	-10	-12	-8	-5	17	-11	3	6
Cc1ccc(-c2nc(CSCC(=O)NCCN3CCN(Cc4ccccc4)CC3)c(C)o2)cc1	13	7	-10	29	3	19	5	16	-2	5	19
CCN(CC)c1ccc(/C=C2\CCC(/C=N/NC(=O)c3ccc(=O)n(C)c3)=C2N2CCOCC2)cc1	-20	-10	12	-15	14	-16	12	-19	-5	22	10
CCc1nnc2c3cnn(-c4ccccc4)c3ncn12	-62	-84	14	-27	-23	-44	-3	-70	-18	-10	-70
CCNC(=O)CC1SC(=Nc2ccc(C)c([N+](=O)[O-])c2)N(C)C1=O (centres undefined)	-24	11	-5	-6	-2	16	/	-11	/	1	18
CCOC(=O)c1cn2nc(N3CCCCC3)ccc2n1	71*	-90	53*	-18	-8	4	-6	-121	59*	89*	-40
O=C1NC[C@H](CCCCN2C[C@H](Cc3ccc(O)cc3)N(CCc3ccccc3)C(=O)C2=O)N(CCC2CCCCC2)C1=O	-9	/	-13	-23	-12	9	/	-16	/	3	/
COc1cc(NC(=O)CSc2nnc(-c3cc(C)on3)o2)cc(OC)c1	7	3	-11	11	-17	-19	6	3	-7	2	-3
O=c1cc(-c2ccccc2)nc2nc(COc3ccccc3)[nH]n12	5	-13	3	2	-5	-3	-6	-32	-3	4	-13
CCOc1ccc(NC(=O)c2nnn(CC(=O)Nc3ccccc3OC)c2N)cc1	-34	-24	20	-29	-1	-55	3	0	-12	7	-1

Source: PubChem BioAssay (several laboratories)
